Assay outcomes: PubChem, National Center for Advancing Translational Sciences (NCATS)
POLK inh: inhibitors of human DNA polymerase kappa | Q9UBT6 | purified Pol kappa, fluorescent DNA synthesis assay, 10 min | Potency, µM (series often up to 107 µM), for the others: at the highest dose activity, negative = inhibition, usual class: inhibitors | actives 0.53% (n = 400,000); further: potency means the concentration at half of the fitted maximal effect; on the % scale 0 is the no-effect control and ±100 the full control effect
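10 nM Pol kappa preincubated 15 min at room temperature with compounds, then reaction started with substrate at 50 nM final. Fluorescence read kinetically at 0 and 10 min; buffer-only wells served as negative control.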
LDHA inh: LDHA (human) enzyme inhibition; AID 1347041; purified LDHA, NADH/diaphorase-resazurin fluorescence; stronger effect = lower value; activity change, % (values are at about 110 or 230 µM); actives 0.15% (n = 480,000); P00338; in the data active means activity change below about -30%; inconclusive means mostly about -25% to -30%;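 further: plate controls were DMSO wells for no effect and wells without enzyme for full effect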
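Human LDH5 at 2 nM final in Tris HCl pH 7.4 with 0.06 mM NADH and 0.2 mM pyruvate, reacted 5 minutes at room temperature. Remaining NADH coupled via diaphorase/resazurin; resorufin fluorescence read at 0 and 20 minutes, normalized to enzyme-free and DMSO wells.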
ERG Ets-DNA blk: blocks human ERG Ets domain binding to DNA. P11308. fluorescence polarization, His-ERG Ets domain / labelled DNA. Potency, µM (titrated, usually from 76.9 µM), for inactives: top-dose FP activity, negative = inhibition, usual class: inhibitors. actives 0.028% (n = 370,000). AID 624246; active means well fitted inhibition curve with a large enough effect in the polarisation, with a control signal flat; inconclusive means small, poorly fitted or top-dose-only effect, or effect the other way, or a change in a side signal; inactive means no such curve, though single readings can be large or run the other way; the % refers to the polarisation;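 further: polarization taken with two DNA probes labelled with fluorescein and Texas red; potency means the concentration at half of the fitted maximal effect; % of control where 0% means no effect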
Target sequence (P11308 whole entry, looked up, the tested form may be a part): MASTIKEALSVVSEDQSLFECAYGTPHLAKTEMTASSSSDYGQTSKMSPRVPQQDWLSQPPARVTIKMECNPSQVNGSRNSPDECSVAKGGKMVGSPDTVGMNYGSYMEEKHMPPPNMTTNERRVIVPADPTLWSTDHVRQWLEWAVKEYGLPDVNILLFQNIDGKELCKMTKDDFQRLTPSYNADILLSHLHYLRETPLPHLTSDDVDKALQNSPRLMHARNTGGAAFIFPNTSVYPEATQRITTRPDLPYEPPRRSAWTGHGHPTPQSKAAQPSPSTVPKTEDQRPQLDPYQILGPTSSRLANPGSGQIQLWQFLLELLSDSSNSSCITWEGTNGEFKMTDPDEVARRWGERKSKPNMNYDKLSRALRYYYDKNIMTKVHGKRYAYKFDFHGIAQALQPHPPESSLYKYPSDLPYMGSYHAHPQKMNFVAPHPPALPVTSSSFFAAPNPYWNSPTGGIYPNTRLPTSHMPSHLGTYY
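His-tagged ERG Ets domain (1 uM in the protein solution; 300mM KCl, 50mM Tris-HCl, 1mM EDTA, 1mM DTT, pH 7.5) received compound, then a probe mix of 5 nM fluorescein-DNA and 100nM Texas-615-DNA. Fluorescence polarization was read for both dyes.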
APE1 inh: blocks human APE1 abasic DNA cleavage; P27695; recombinant APE1, TAMRA/BHQ-2 abasic DNA cleavage fluorescence; Potency, µM (series often up to 65.8 µM), for the others: at the highest dose activity change, negative = inhibition, most hits filed as inhibitors; actives 0.35% (n = 350,000); AID 2517;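 further: potency means the concentration at half of the fitted maximal effect; plate controls were vehicle for no effect and reference inhibitor for full effect; nearly all actives have a fitted effect of over 55% in size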
Target sequence (P27695 whole entry, looked up): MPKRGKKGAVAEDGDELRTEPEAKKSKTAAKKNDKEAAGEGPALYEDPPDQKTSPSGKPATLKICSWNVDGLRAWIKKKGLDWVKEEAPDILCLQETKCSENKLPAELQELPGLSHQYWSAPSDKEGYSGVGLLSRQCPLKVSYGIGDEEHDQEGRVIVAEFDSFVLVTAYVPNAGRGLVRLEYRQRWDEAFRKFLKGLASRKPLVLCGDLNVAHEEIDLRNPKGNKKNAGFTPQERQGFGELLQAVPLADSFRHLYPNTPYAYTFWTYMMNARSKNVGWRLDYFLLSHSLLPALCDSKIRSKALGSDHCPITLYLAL
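APE1 at 0.75 nM final was preincubated with compound 15 min at room temperature, then 50 nM double-stranded THF abasic-site substrate (5'-TAMRA/3'-BHQ-2) was added. Fluorescence (ex 525/em 598 nm) was read kinetically; third-minus-first read gave activity.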
Anesthetic bind: candidate novel general anesthetic via apoferritin binding. apoferritin/1-aminoanthracene competitive binding, fluorescence. P02791. actives 0.074% (n = 350,000). AID 485281. Potency, µM (doses to about 77.5 µM), inactives show top-dose activity change, negative = displacement, usual class: inhibitors; further: potency means the concentration at half of the fitted maximal effect; on the % scale 0 is the no-effect control and ±100 the full control effect; nearly all actives have a fitted effect of over 20% in size
Target sequence (P02791 2-175 limits assumed): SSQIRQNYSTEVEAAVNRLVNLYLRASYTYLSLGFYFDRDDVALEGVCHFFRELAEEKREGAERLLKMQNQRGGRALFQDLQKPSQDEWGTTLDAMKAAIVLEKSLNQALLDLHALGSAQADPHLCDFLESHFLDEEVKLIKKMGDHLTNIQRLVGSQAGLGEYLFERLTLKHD
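Steps: apoferritin (10 uM) was premixed with half-saturated 1-AMA in PBS, compounds were pin-transferred, plates stood 10 min at room temperature, fluorescence was read at 380/535 nm, and curves were fitted with a Hill equation.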
ALOX12 inh: blocks human arachidonate 12S-lipoxygenase | P18054 | purified 12hLO, xylenol orange hydroperoxide absorbance | Potency, µM (highest dose often 108 µM), without a hit: at the highest dose activity change, negative = inhibition, usual class: inhibitors | actives 1.1% (n = 580,000); further: potency means the concentration at half of the fitted maximal effect; on the % scale 0 is the no-effect control and ±100 the full control effect
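Purified human 12hLO at 150 nM in 25 mM Hepes, 0.01% Triton X-100, pH 7.0, preincubated 15 min at room temperature with compound. Reaction started with 40 uM arachidonic acid, 30 min at room temperature. Hydroperoxide measured by Fe-xylenol orange, 573/405 nm absorbance ratio.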
RGS4 inhibitor: blocks human RGS4-accelerated GTP hydrolysis; P49798; Transcreener GDP fluorescence polarization, RGS4-accelerated GTP hydrolysis; Potency, µM (top dose mostly 114 µM), without a hit: top-dose activity change, negative = inhibition, hits mostly inhibitors; actives 0.039% (n = 390,000); AID 504845; further: potency means the concentration at half of the fitted maximal effect; on the % scale 0 is the no-effect control and ±100 the full control effect; nearly all actives have a fitted effect of over 75% in size; some results filed as inactive show a strong effect at the top dose
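MLSMR compounds (23 nl, pin-transferred) preincubated 10 min at room temperature with a 500nM (2x) first reagent, then RGS4 at 900nM (2x) plus Transcreener GDP mix added; fluorescence polarization (620/688 nm) read before and after 90 min at 30 °C.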
POLB inh: inhibitors of human DNA polymerase beta | P06746 | Pol beta primer extension/strand displacement, fluorescence kinetic | Potency, µM (series often up to 114 µM), for inactives: top-dose activity change, negative = inhibition, hits mostly inhibitors | actives 1.3% (n = 340,000) | AID 485314; further: potency means the concentration at half of the fitted maximal effect; on the % scale 0 is the no-effect control and ±100 the full control effect
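Enzyme-only controls used 10 nM Pol beta; buffer lacking enzyme served as negative control. Compound preincubated 15 min, then 50 nM substrate added; 0 and 10 min reads at room temperature.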
Pol eta inh: blocks human DNA polymerase eta activity; recombinant Pol eta, fluorescent DNA replication assay; Potency, µM (highest dose often 114 µM), for the others: at the highest dose activity change, negative = inhibition, hits mostly inhibitors; actives 1.2% (n = 390,000); AID 588591; further: potency means the concentration at half of the fitted maximal effect; on the % scale 0 is the no-effect control and ±100 the full control effect
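Pol eta (10 nM) was preincubated with compounds for 15 min at room temperature, after which fluorescent replication substrate (50 nM final) was added to start the reaction. Fluorescence was read kinetically at 0 and 10 min.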
* = called active by the depositor; & = joins results of further samples; [ ] = dose if it differs, or a comment. Unless noted, the call rests on the fitted dose curve; in most records, active means well fitted curve in the direction sought with a large enough effect; inconclusive means small, poorly fitted or top-dose-only effect, or another doubt; inactive means no such curve, though single readings can be large; an effect the other way counts as inactive or inconclusive. Some of the compounds tested; rates above refer to the full screens.

Screening Cc1ccc(NC(=O)COC(=O)C2CC2)c(Br)c1 returned POLK inh -1.5%, LDHA inh -2.6, ERG Ets-DNA blk 9.2%, APE1 inh 0.2%, Anesthetic bind -8.9%, ALOX12 inh 8.2%, RGS4 inhibitor 5.5%, POLB inh 33.5% and Pol eta inh -14.6%.
Cc1ccc(-c2cc(C(=O)N3CCN(C(=O)c4ccco4)CC3)no2)cc1 was read as POLK inh -1.9%, LDHA inh -4.1, ERG Ets-DNA blk -14.5%, APE1 inh -1.5%, Anesthetic bind 6.6%, ALOX12 inh 8.6%, RGS4 inhibitor 7.0%, POLB inh -9.4% and Pol eta inh -0.3%.
O=C(COC(=O)c1cncc(Br)c1)NC1CCCC1 was read as POLK inh -5.7%, LDHA inh -0.3, ERG Ets-DNA blk 3.3%, APE1 inh -3.5%, Anesthetic bind -9.4%, ALOX12 inh -15.4%, RGS4 inhibitor -3.0%, POLB inh 0.9% and Pol eta inh -11.4%.
CCOc1ccccc1C1c2[nH]c3ccccc3c2C[C@H]2C(=O)N(C3CCN(Cc4ccccc4)CC3)CC(=O)N12 (some centres undefined) was read as POLK inh -0.5%, LDHA inh -6.2, ERG Ets-DNA blk 3.4%, APE1 inh -5.9%, Anesthetic bind 12.9%, ALOX12 inh -6.5%, RGS4 inhibitor 10.1%, POLB inh -10.3% and Pol eta inh 2.5%.
Cc1ccc(C2C3CSCC=C3C(C#N)=C(N)C2(C#N)C#N)cc1 (centres undefined) was read as POLK inh -14.7%, LDHA inh 2.5, APE1 inh 11.6%, Anesthetic bind -4.2%, ALOX12 inh inconclusive, RGS4 inhibitor -13.3%, POLB inh 8.4% and Pol eta inh -4.9%.
CC(NC(=O)COC(=O)c1cn(-c2ccccc2)nc1-c1cccs1)c1ccccc1 (centres undefined) was read as POLK inh -16.6%, LDHA inh 0.1, ERG Ets-DNA blk -4.1%, APE1 inh -1.6%, Anesthetic bind 2.2%, ALOX12 inh inconclusive, RGS4 inhibitor -11.8%, POLB inh -9.2% and Pol eta inh 79.4µM*.
For N#Cc1ccccc1NC(=O)C(=O)NCC(c1cccnc1)N1CCc2ccccc2C1 (centres undefined) the results were POLK inh -10.3%, LDHA inh 5.1, ERG Ets-DNA blk 1.1%, Anesthetic bind 2.8%, ALOX12 inh -4.5%, RGS4 inhibitor -7.1%, POLB inh -12.7% and Pol eta inh -23.3%.
Screening C[C@@H]1COC(=O)[C@@H](Cc2ccc(F)cc2)CC/C=C\C[C@@H](CC(=O)NCCO)C(=O)N1 returned POLK inh 1.0%, LDHA inh -11.3, ERG Ets-DNA blk -6.2%, APE1 inh -8.9%, ALOX12 inh 19.1%, RGS4 inhibitor -2.0% and Pol eta inh -17.7%.
CC(C)(C)c1ccc(Oc2cccc(C3CC(=O)C(C4NCCc5ccccc54)C(=O)C3n3cncn3)c2)cc1 (centres undefined) was read as POLK inh -27.7%, LDHA inh 3.8, ERG Ets-DNA blk 3.3%, APE1 inh -10.3%, Anesthetic bind inconclusive, ALOX12 inh 23.5%, RGS4 inhibitor -52.6%, POLB inh 7.0% and Pol eta inh -10.2%.
CCN(CC(=O)Nc1ccccc1OC)C(=O)CCOc1ccc(C(C)(C)C)cc1 was read as POLK inh -9.8%, LDHA inh -0.3, ERG Ets-DNA blk 15.0%, APE1 inh 7.7%, ALOX12 inh -23.1%, RGS4 inhibitor -12.2% and Pol eta inh -14.4%.
For Cn1nc(C(F)(F)F)c(/C=N/OC(=O)c2ccc(Cl)cc2)c1Cl the results were POLK inh -8.8%, LDHA inh -6.4, ERG Ets-DNA blk -5.0%, APE1 inh 2.7%, Anesthetic bind -11.3%, ALOX12 inh -20.6%, RGS4 inhibitor -18.2%, POLB inh 0.4% and Pol eta inh -1.5%.
Screening Cc1ccc(S(=O)(=O)NCc2ccccc2)s1 returned POLK inh 15.4%, LDHA inh 1.3, ERG Ets-DNA blk 6.5%, APE1 inh 10.2%, Anesthetic bind inconclusive, ALOX12 inh 12.3%, RGS4 inhibitor -11.1%, POLB inh 13.2% and Pol eta inh -12.3%.
Screening CC(C)CC(=O)NC(=S)Nc1ccccc1C(F)(F)F returned POLK inh -14.8%, LDHA inh -7.6, ERG Ets-DNA blk 5.5%, APE1 inh -3.5%, Anesthetic bind -1.5%, ALOX12 inh inconclusive, RGS4 inhibitor -43.5%, POLB inh 5.3% and Pol eta inh -9.1%.
For Cc1cc(NC(=O)CCC(=O)N(Cc2cccs2)C(C(=O)NC2CCCC2)c2ccncc2)no1 (centres undefined) the results were POLK inh -4.5%, LDHA inh 0.3, ERG Ets-DNA blk -6.9%, APE1 inh -2.9%, Anesthetic bind -15.6%, ALOX12 inh inconclusive, RGS4 inhibitor -20.0%, POLB inh 5.8% and Pol eta inh -4.5%.
`COc1cc(Cl)c(C)cc1N1C(=O)CN(Cc2ccccc2)C1=S` gave POLK inh -0.8%, LDHA inh -0.3, ERG Ets-DNA blk 0.9%, APE1 inh 38.1%, Anesthetic bind -11.5%, ALOX12 inh inconclusive, RGS4 inhibitor -11.4%, POLB inh -7.8% and Pol eta inh -21.5%.
COc1ccc(CNC(=O)Cn2ccc3cc(S(=O)(=O)N4CCCCC4)ccc32)c(OC)c1 was read as POLK inh -4.6%, LDHA inh -7.8, ERG Ets-DNA blk 3.1%, Anesthetic bind 3.8%, ALOX12 inh -3.9%, RGS4 inhibitor -9.8%, POLB inh 11.7% and Pol eta inh -0.5%.
`CCOc1ccc(C2CC(c3cccc(OC)c3OC)n3nnnc3N2)cc1Cl` (centres undefined) gave POLK inh -10.2%, LDHA inh -1.2, ERG Ets-DNA blk -4.1%, APE1 inh -0.5%, Anesthetic bind -16.5%, ALOX12 inh 131.1%[activator], RGS4 inhibitor 5.2%, POLB inh 0.7% and Pol eta inh -10.3%.
For O=C(COC(=O)COc1ccc(Cl)cc1Br)NCc1cccs1 the results were POLK inh -9.3%, LDHA inh 0.5, ERG Ets-DNA blk 0.9%, APE1 inh -1.9%, Anesthetic bind inconclusive, ALOX12 inh inconclusive, RGS4 inhibitor -2.4%, POLB inh 17.3% and Pol eta inh -12.5%.
CCn1c(SCC(=O)N2c3ccccc3Sc3ccccc32)nnc1-c1ccco1 was read as POLK inh -4.1%[60.1 µM], LDHA inh -1.4, APE1 inh -2.2%, Anesthetic bind inconclusive, ALOX12 inh inconclusive, RGS4 inhibitor -17.2%, POLB inh 44.7µM* and Pol eta inh -13.9%.
For CC(C)Cn1nc(C(=O)N2CCc3ccccc32)c2ccccc2c1=O the results were POLK inh -4.8%, LDHA inh -3.9&-1.0, ERG Ets-DNA blk -3.0%, APE1 inh -2.1%, ALOX12 inh 2.2%&-0.3%, RGS4 inhibitor -9.1% and Pol eta inh -3.2%.
`COc1cccc(CNC(=O)c2cnc(N3CCCCC3)c3ccccc23)c1` gave POLK inh -11.6%[60.1 µM], LDHA inh 3.9, ERG Ets-DNA blk 0.8%, Anesthetic bind 95.7%[activator], ALOX12 inh -17.6%, RGS4 inhibitor -44.1%, POLB inh 0.3% and Pol eta inh -24.3%.
Screening COc1ccc(NC(=O)NC2(C(=O)N3CCCC3)CCCCC2)cc1 returned POLK inh -14.1%, LDHA inh -5.1, ERG Ets-DNA blk -4.0%, APE1 inh 7.9%, Anesthetic bind -10.8%, ALOX12 inh 1.2%, RGS4 inhibitor 21.0%, POLB inh 52.6% and Pol eta inh -9.4%.
For CC(=O)c1ccc(NC(=O)c2cc(-c3ccc(C)s3)nc3ccccc23)cc1 the results were POLK inh -1.0%, LDHA inh -3.3, ERG Ets-DNA blk -0.4%, Anesthetic bind 8.9%, ALOX12 inh -6.2%, RGS4 inhibitor -10.6%, POLB inh 21.4% and Pol eta inh -5.7%.
`Cc1ccc(S(=O)(=O)N2CCOCC2)cc1C(=O)NC(=S)N1CC(C)CC(C)C1` (centres undefined) gave POLK inh 1.6%, LDHA inh -0.2, ERG Ets-DNA blk -8.0%, APE1 inh 4.5%, Anesthetic bind -10.4%, ALOX12 inh 3.2%, RGS4 inhibitor -14.9%, POLB inh 14.2% and Pol eta inh 4.9%.
For CC(C)C1Cc2c(sc3ncnc(NN)c23)CO1 (centres undefined) the results were POLK inh 0.5%, LDHA inh 0.7, ERG Ets-DNA blk -1.5%, APE1 inh 11.9%, Anesthetic bind -16.0%, ALOX12 inh 4.8%, RGS4 inhibitor -43.0%, POLB inh 22.1% and Pol eta inh -13.7%.
For CCc1cccc(CC)c1NC(=O)c1c(C)oc2ccc(O)c(CN3CCN(C)CC3)c12 the results were POLK inh 6.9%, LDHA inh -1.8, ERG Ets-DNA blk -1.4%, Anesthetic bind -12.0%, ALOX12 inh inconclusive, RGS4 inhibitor 9.3%, POLB inh 33.6% and Pol eta inh -2.2%.
